# BRCA1 expr up: qHTS Assay to Identify Small Molecule Activators of BRCA1 Expression; MCF7-BRCA1-FFLuc reporter, luminescence, 48 h; response scale: scaled: vehicle 0%, 10 µM genistein 100%; Potency, µM (top dose mostly 46.1 µM), for inactives: at the highest dose activation, actives largely listed as activators; 380,000 compounds, 1.1% hits; AID 624202, 2012; further: potency means the concentration at half of the fitted maximal effect; nearly all actives have a fitted effect of over 80% in size; some results filed as inactive show a strong effect at the top dose
#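 Luminescence from a BRCA1-driven firefly luciferase in MCF7 cells was the read-out, taken 15 min after substrate addition following 48 h compound exposure at 37 °C. Data were normalized to a 10 microM genistein control and DMSO vehicle.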
# TRPV1 agonist: HTS Assay for Compounds that Act as Agonists of the Vanilloid Receptor 1. 320,000 compounds, 0.19% hits. AID 540275, 2011. TRPV1-expressing cells, Fluo-8 calcium influx, agonist mode. activation, % at 8.33 µM. Transient receptor potential cation channel subfamily V member 1 (Homo sapiens), Q8NER1; in the data active means activation above about 80%; inconclusive means between about 30% and that limit; further: 0% is about no effect
#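 Cells expressing TRPV1 were dye-loaded with Fluo-8 and read kinetically: 10 s baseline, 3 min after compound (agonist portion), then 2 min after EC20 capsaicin (allosteric enhancer portion). Calcium-bound dye fluorescence at 480/520 nm.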
# Rab9 prom act: qHTS Assay for Rab9 Promoter Activators. 320,000 compounds, 2.8% hits. Potency, µM (titrated, usually from 9.22 µM), inactives show at the highest dose activation, negative = inhibition, actives largely listed as activators. AID 485297, 2010. Huh7 Rab9 promoter-luciferase reporter, luminescence, 24 h; further: potency means the concentration at half of the fitted maximal effect; % of control where 0% means no effect; nearly all actives have a fitted effect of over 60% in size
#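 Measured in stably transfected Huh7 cells bearing a Rab9 promoter–luciferase construct: 24 h compound treatment at 37 °C, followed by luminescence detection.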
# p53 reactivator: qHTS assay for re-activators of p53 using a Luc reporter | AID 504706, 2011 | H1299 p53-A138V BP100-luciferase reporter, luminescence, 24 h | 320,000 compounds, 0.063% hits | Potency, µM (highest dose often 92.2 µM), without a hit: at the highest dose activity change, positive = activation, hits mostly activators; further: potency means the concentration at half of the fitted maximal effect; % of control where 0% means no effect; nearly all actives have a fitted effect of over 45% in size
#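 H1299 (p53-null), stable ts p53-A138V + BP100-Luc; 1000 cells/well, Opti-MEM/10% FBS; cpd 4 pt, 1:5; 24 h, 37 deg C, 5% CO2; detection reagent 10 min RT; luminescence.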
# Gal4-VP16 FLuc: VP16 counterscreen qHTS for inhibitors of ROR gamma transcriptional activity; 310,000 compounds, 3.5% hits; Potency, µM (top dose mostly 53.6 µM), for inactives: at the highest dose activity, negative = inhibition, hits mostly inhibitors; Drosophila S2 Gal4-VP16 UAS-luciferase, luminescence, 20 h;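 further: Gal4-VP16 expression switched on by copper sulfate through the metallothionein promoter; potency means the concentration at half of the fitted maximal effect; on the % scale 0 is the no-effect control and ±100 the full control effect; nearly all actives have a fitted effect of over 50% in size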
# ELG1 DNA repair: qHTS screen for small molecules that inhibit ELG1-dependent DNA repair in human embryonic kidney (HEK293T) cells expressing luciferase-tagged ELG1; 330,000 compounds, 2.3% hits; Potency, µM (titrated, usually from 46.1 µM), for inactives: at the highest dose activity change, negative = inhibition, usual class: inhibitors; HEK293T ELG1-luciferase reporter, luminescence, 16 h; DNA damage induced by 5-fluorouridine; further: potency means the concentration at half of the fitted maximal effect; on the % scale 0 is the no-effect control and ±100 the full control effect; nearly all actives have a fitted effect of over 55% in size
#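 Cells (2,000 per well) received 5-fluorouridine plus test compound or DMSO and were incubated 16 hr at 37 °C, 5% CO2. Luciferase activity was read by luminescence 30 min after ONE-Glo addition; signal suppression marked inhibition of damage-induced ELG1 function.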
# FLuc counter: qHTS profiling assay for firefly luciferase inhibitor/activator using purifed enzyme and Km concentrations of substrates (counterscreen for miR-21 project) | Luciferin 4-monooxygenase (Photinus pyralis), P08659 | purified FLuc, Km substrates, luminescence inhibition | Potency, µM (titrated, usually from 57.5 µM), for inactives: top-dose activity change, negative = inhibition, hits mostly inhibitors | 360,000 compounds, 6.9% hits;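 further: potency means the concentration at half of the fitted maximal effect; plate controls were vehicle for no effect and reference inhibitor for full effect; nearly all actives have a fitted effect of over 55% in size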
#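 Biochemical qHTS of compounds, final roughly 60 µM downward over six points, against 10 nM purified firefly luciferase using Km concentrations of substrates (10 uM D-luciferin, 10 uM ATP) in Tris acetate pH 7.5 buffer; luminescence output.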
# RORg inh: qHTS for inhibitors of ROR gamma transcriptional activity; Potency, µM (top dose mostly 53.6 µM), without a hit: top-dose activity change, negative = inhibition, actives largely listed as inhibitors; AID 2551, 2010; Drosophila S2 Gal4-RORgamma UAS-luciferase reporter, 20 h; 310,000 compounds, 5.4% hits; Nuclear receptor ROR-gamma (Mus musculus), P51450; further: potency means the concentration at half of the fitted maximal effect; on the % scale 0 is the no-effect control and ±100 the full control effect; nearly all actives have a fitted effect of over 60% in size
# Target sequence (P51450 whole entry, looked up, the tested form may be a part): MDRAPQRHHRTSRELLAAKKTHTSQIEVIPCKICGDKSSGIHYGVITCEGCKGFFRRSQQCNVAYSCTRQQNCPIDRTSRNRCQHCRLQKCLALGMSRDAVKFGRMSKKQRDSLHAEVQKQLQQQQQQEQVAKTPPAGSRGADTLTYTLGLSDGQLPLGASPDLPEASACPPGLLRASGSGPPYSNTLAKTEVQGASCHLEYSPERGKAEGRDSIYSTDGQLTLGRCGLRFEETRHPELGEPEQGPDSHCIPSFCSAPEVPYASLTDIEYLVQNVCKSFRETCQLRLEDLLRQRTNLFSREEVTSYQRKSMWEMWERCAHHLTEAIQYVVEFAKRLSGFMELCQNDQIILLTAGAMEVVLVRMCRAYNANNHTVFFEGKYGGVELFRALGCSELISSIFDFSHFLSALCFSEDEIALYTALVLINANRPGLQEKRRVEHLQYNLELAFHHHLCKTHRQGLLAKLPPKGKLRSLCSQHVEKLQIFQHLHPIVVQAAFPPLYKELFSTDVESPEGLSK
#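 Compounds are pin-transferred onto Drosophila Schneider cells expressing a copper-inducible Gal4–ROR gamma transactivation domain fusion. After 1 hr, copper sulfate is added to 700 uM final; luciferase is read 20 hr later.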
# Tb PFK block: qHTS Assay to Find Inhibitors of T. brucei phosphofructokinase | ATP-dependent 6-phosphofructokinase (Trypanosoma brucei brucei), O15648 | T. brucei PFK, ADP-Glo luminescence | Potency, µM (highest dose often 57.5 µM), for the others: at the highest dose activity, negative = inhibition, hits mostly inhibitors | 330,000 compounds, 0.17% hits | AID 485367, 2010;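 further: potency means the concentration at half of the fitted maximal effect; 0% = uninhibited 1x PFK enzyme wells and -100% = no-enzyme wells; nearly all actives have a fitted effect of over 60% in size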
# Target sequence (O15648 whole entry, looked up): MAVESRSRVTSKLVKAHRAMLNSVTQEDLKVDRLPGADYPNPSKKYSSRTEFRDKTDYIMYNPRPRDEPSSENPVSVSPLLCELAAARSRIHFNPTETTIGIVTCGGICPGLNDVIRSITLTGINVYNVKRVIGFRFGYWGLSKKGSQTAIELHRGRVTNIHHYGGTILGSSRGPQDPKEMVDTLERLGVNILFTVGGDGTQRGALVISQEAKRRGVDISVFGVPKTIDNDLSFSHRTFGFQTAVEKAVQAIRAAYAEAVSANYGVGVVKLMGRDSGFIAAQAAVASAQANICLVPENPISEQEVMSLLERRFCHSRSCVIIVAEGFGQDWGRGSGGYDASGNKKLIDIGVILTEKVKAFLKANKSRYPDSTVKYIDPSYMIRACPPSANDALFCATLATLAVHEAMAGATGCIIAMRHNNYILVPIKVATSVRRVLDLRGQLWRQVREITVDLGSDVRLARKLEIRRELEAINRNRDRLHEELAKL
#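 In TEA buffer at pH 8.0 with 5 mM MgCl2, enzyme (1.25 nM) converted F6P (0.5 mM) and ATP (0.1 mM) for 45 min at room temperature. ADP product was read by luciferase luminescence.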
# NPC1 prom act: qHTS Assay for NPC1 Promoter Activators; Huh7 NPC1 promoter luciferase reporter, 24 h; 320,000 compounds, 2.4% hits; Potency, µM (top dose mostly 9.22 µM), for the others: at the highest dose activation, actives largely listed as activators;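 further: potency means the concentration at half of the fitted maximal effect; % of control where 0% means no effect; nearly all actives have a fitted effect of over 60% in size; reporter is driven by a mutant NPC1 promoter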
#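 Quantitative HTS used a cell-based reporter: Huh7 cells stably bearing the NPC1 promoter upstream of luciferase were treated with compounds for 24 h, and promoter activation was read as luminescence.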
# ELG1 genotox: qHTS screen for small molecules that induce genotoxicity in human embryonic kidney (HEK293T) cells expressing luciferase-tagged ELG1; HEK293T ELG1-luciferase reporter, luminescence, 16 h; Potency, µM (series often up to 46 µM), for the others: at the top dose activity change, positive = activation, usual class: activators; 330,000 compounds, 1.3% hits; AID 504466, 2011; further: potency means the concentration at half of the fitted maximal effect; % of control where 0% means no effect; nearly all actives have a fitted effect of over 60% in size
#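 ELG1-luciferase HEK293T cells, 2,000/well; compound pinned in; 16 hr, 37 °C, 5% CO2; ONE-Glo, 30 min RT; luminescence on CCD imager.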
# * hit, by the source's call; ? = inconclusive; . = no result given; [ ] = dose if it differs, or a comment. Unless noted, the call rests on the fitted dose curve; in most records, active means well fitted curve in the direction sought with a large enough effect; inconclusive means small, poorly fitted or top-dose-only effect, or another doubt; inactive means no such curve, though single readings can be large; an effect the other way counts as inactive or inconclusive.
SMILES | BRCA1 expr up | TRPV1 agonist | Rab9 prom act | p53 reactivator | Gal4-VP16 FLuc | ELG1 DNA repair | FLuc counter | RORg inh | Tb PFK block | NPC1 prom act | ELG1 genotox
COc1ccc2[nH]c3c(c2c1)CCN1C(=O)C(CC(=O)NCc2ccco2)C[C@H](C(=O)N2CCOCC2)[C@@]31C (some centres undefined) | 4% | . | . | -7% | . | ? | . | . | -4% | . | -1%
O=C(Cn1ncc(Cl)c(Cl)c1=O)NC1CCCCC1 | -83%[inhibitor] | 3 | -43%[inhibitor] | -35%[inhibitor] | . | ? | . | . | 0% | -35%[inhibitor] | -8%
COc1ccc(-c2cc(=O)c3c(O)cc(O)cc3o2)cc1 | ? | 20 | 3.2µM* | 21% | -1% | ? | 1.9µM* | ? | 11% | ? | ?
C=CCN(C(=O)c1ccc(Cl)cc1)c1ccccc1C(=O)NCC(=O)O | 2% | 1 | -3% | 1% | -6% | -7% | 0% | 8% | 0% | -5% | -6%
CC(=O)Nc1ccc(S(=O)(=O)NC2(C(F)(F)F)N=C(c3ccccc3)NC2=O)cc1 (centres undefined) | 2% | -1 | -6% | 8% | -5% | ? | 10% | 3% | -2% | 0% | -2%
COc1ccc(-c2nc(=S)n3ccsc3n2)cc1OC | 39% | 5 | -2% | 21% | -12% | 18% | -19% | -28% | 1% | 1% | 16%
COc1ccc2[nH]c(=O)c(CN(CCO)S(=O)(=O)c3ccc(C)cc3)cc2c1 | -7% | -2 | 1% | -2% | -2% | -3% | 2% | 24% | -1% | -5% | -3%
O=C(CN1CCCCC1)Nc1ccc(NC(=O)c2ccc(Cl)cc2)cc1Cl | 2% | . | -4% | 3% | ? | -11% | -21% | 12% | -4% | 0% | 0%
O=C1CCc2cc(NS(=O)(=O)c3ccc([N+](=O)[O-])cc3)cc3c2N1CCC3 | -12% | -1 | 3% | 0% | . | 18% | 1% | . | 3% | -3% | 1%
CC(C)CNC(=O)NC(=O)COC(=O)C1CSC2(c3ccc(F)cc3)CCC(=O)N12 (centres undefined) | -5% | 1 | -4% | 5% | 23% | -10% | 5% | 10% | 9% | -3% | 0%
COc1ccc(-c2[nH]ncc2[C@@H]2C[C@H]3CN(Cc4ccccc4C)C(=O)[C@]34CCCN24)cc1 | -17% | 5 | -1% | -7% | -6% | ? | -8% | -18% | 0% | -11% | -10%
c1coc(C2OCC3(CO2)COC(c2ccco2)OC3)c1 (centres undefined) | 2% | 1 | 10% | -3% | -1% | 20% | -2% | 0% | 2% | -1% | 2%
CC(C)(C)n1nnnc1C(c1cccs1)N1CCN(Cc2ccccc2)CC1 (centres undefined) | -5% | -1 | 6% | -12% | 8% | 2% | -1% | 15% | -1% | 2% | 3%
CC(C)n1nccc1NC(=O)COC(=O)c1ccc(NC(N)=O)cc1 | 4% | . | . | -4% | . | 0% | . | . | 3% | . | -1%
CCn1c(=O)cc(OCC(=O)Nc2ccc(C)cn2)c2ccccc21 | 0% | 0 | -7% | 22% | -4% | ? | 0% | -19% | -2% | 2% | ?
C=CCn1c(CCSCc2ccccc2)n[nH]c1=S | -8% | -3 | -1% | 0% | ? | -10% | 2% | 4µM* | -5% | -3% | -1%
Cc1cc(C)cc(NC(=O)CSc2nc3c(oc4ccccc43)c(=O)n2-c2ccccc2)c1 | -15% | 1 | -5% | -20% | -4% | ? | -10% | ? | 0% | -1% | -1%
CN=c1scc(-c2ccccc2F)n1/N=C/c1ccc[nH]1 | -91% | -2 | -30% | -10% | 0.63µM* | ? | 0.027µM* | 0.022µM* | -1% | -41%[inhibitor] | -17%
CCn1c(SCC(=O)NC2=NCCS2)nnc1C(C)NC(=O)c1ccccc1F (centres undefined) | 16% | 1 | -4% | -3% | 14% | 4% | -2% | -21% | 2% | -4% | 6%
CC(O)(CS(=O)(=O)Cc1ccccc1Cl)C(=O)Nc1cccc(C(F)(F)F)c1 (centres undefined) | -16% | . | 3% | 0% | 7% | -1% | -1% | 20% | 1% | 1% | 0%
O=C(CSCc1ccccc1Br)Nc1ccccc1 | -1% | ? | 8% | -1% | 2% | ? | ? | 3% | 0% | 2% | 8%
COC(=O)c1cc(C(C)=O)n2ccccc12 | -32% | 0 | -3% | -4% | 4% | ? | 11% | -37% | 2% | -2% | ?
CCCN(CCC)CC(=O)NCC1(c2ccccc2)CCOCC1 | 4% | 0 | 0% | 3% | -4% | 3% | 1% | 28% | -4% | 0% | 0%
CC(C)(C)OC(=O)CC[C@@H](C(=O)N1CCN(C(=O)OC(C)(C)C)CC1)n1cc(C(Cc2ccc(O)cc2)NC(=O)OC(C)(C)C)nn1 (some centres undefined) | -33% | 0 | -4% | 3% | -4% | ? | 4% | 29% | -1% | 1% | -9%
COc1ccc(S(=O)(=O)N(C)Cc2ccc3c(c2)OCCO3)cc1 | -3% | 18 | -2% | 0% | . | 11% | 0% | . | -1% | -1% | 3%
S=C(Nc1ccc(Cl)cc1)NC1CC2CCCC(C1)N2C1CC1 (centres undefined) | -25% | -17 | 7% | -6% | 4µM* | ? | 7% | ? | -6% | 1% | -4%
COc1ccc([N+](=O)[O-])cc1NC(=O)C(C)Sc1ccccc1 (centres undefined) | -17% | 14 | -3% | -2% | 0% | 2% | -1% | -12% | 9% | -3% | -3%
COc1ccccc1NC(=O)CSc1nc2[nH]ncc2c(=O)[nH]1 | 9% | 0 | -3% | 6% | . | 14% | 4% | . | 0% | 3% | -2%
CN=Cc1sc2ccccc2c1O | -33% | 3 | 4% | ? | 6% | ? | -18% | -1% | 0% | 1% | 1%
CCn1c(=O)c2cc(C(=O)N3CCN(C(=O)c4ccco4)CC3)sc2c2ccccc21 | . | 5 | -2% | -1% | -8% | ? | -1% | 1% | 0% | 1% | -13%
C=CCNC(=O)CSc1nnc(-c2ccccc2Cl)n1-c1c(C)n(C)n(-c2ccccc2)c1=O | -2% | -1 | -4% | -1% | 2% | ? | -1% | 0% | 3% | 1% | -1%
CCc1cc(=O)[nH]c(SCC(=O)N2CCC(Cc3ccccc3)CC2)n1 | -22% | 0 | -8% | -1% | . | 0% | 2% | . | 2% | -1% | -3%
N#CC12CCCCC1CC1CCCCC1(C#N)N2N (centres undefined) | -4% | 14 | 8% | 12% | ? | 3% | -1% | ? | -11% | -2% | 0%
COc1ccccc1-c1oc2ccccc2c1C#CC1(N)CCCCC1 | -1% | 0 | -4% | 3% | . | ? | 2% | . | 0% | -4% | -1%
CCOC(=O)C1CCN(C2=NC(=O)/C(=C/c3ccccc3OC)S2)CC1 | 7% | 10 | -1% | -5% | -3% | 1% | ? | 0% | -24% | 8% | 0%
COc1ccc(NC(=O)CCc2nc(-c3ccc(C)cc3)no2)cc1Cl | 2% | -1 | -2% | 3% | 11% | ? | ? | -8% | 1% | -5% | 0%
COc1ccc(Br)c(-c2nnc(CS(=O)(=O)c3ccccc3)o2)c1 | ? | 9 | 2.8µM* | 17% | 0% | ? | 19µM* | 6% | 5% | ? | ?
O=C(Nc1ccc(-c2nc3cc(NC(=O)c4cccs4)ccc3o2)cc1)c1cccs1 | -24% | . | -5% | 2% | ? | ? | -5% | 19% | -1% | -4% | 5%
CCc1cc(=O)oc2cc(C)cc(OCC(=O)NCC3CCC(C(=O)O)CC3)c12 (centres undefined) | 4% | -2 | -4% | . | 4% | 26% | 4% | 4% | 1% | -2% | 4%
COc1cccc(NC(=O)CN(C)C(=O)c2cc3c(s2)CCCC3)c1 | 0% | 14 | -2% | ? | . | ? | ? | . | 2% | 0% | 5%
NC(=O)C1(c2ccccc2)CCC(=O)N1c1ccccc1 (centres undefined) | 2% | . | -1% | 0% | 4% | 3% | -1% | 6% | 4% | -4% | -2%
CCOc1ccccc1NC(=O)c1cc(C(=O)c2cc(Br)ccc2O)coc1=N | -68% | 0 | -8% | 1% | -22% | ? | ? | ? | 1% | 0% | -8%
CC(C)(C)N(Cc1cc2ccccc2[nH]c1=O)C(=O)C1CCCCC1 | 0% | 25 | -5% | 2% | -7% | ? | 0% | 20% | 3% | -3% | -1%
Cc1nccn1CC(=O)O | -5% | 0 | 2% | 1% | -2% | -4% | 0% | -15% | -2% | -4% | 1%
